Bioassay records (PubChem)
S1P2 blocker = blocks the human S1P2 receptor; cell-based S1P2 antagonist assay, inhibition at 5 uM; inhibition, % at 5 µM; hit rate 0.21% among 97,000; AID 736; in the data active = inhibition above about 45%;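 also: CRE beta-lactamase reporter cells expressing human S1P2 stimulated with S1P; 0% = agonist at EC80 alone and 100% = agonist plus reference antagonist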
Target sequence (O95136 whole entry, looked up): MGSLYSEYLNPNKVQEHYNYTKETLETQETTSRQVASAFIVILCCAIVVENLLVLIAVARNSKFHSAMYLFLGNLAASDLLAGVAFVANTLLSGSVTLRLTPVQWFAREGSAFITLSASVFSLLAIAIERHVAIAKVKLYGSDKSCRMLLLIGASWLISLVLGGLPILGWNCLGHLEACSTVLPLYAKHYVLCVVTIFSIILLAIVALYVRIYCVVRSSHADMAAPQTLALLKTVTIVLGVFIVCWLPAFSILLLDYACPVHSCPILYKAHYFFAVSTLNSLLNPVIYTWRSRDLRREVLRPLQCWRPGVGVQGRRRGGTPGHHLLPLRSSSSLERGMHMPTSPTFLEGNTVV
PostGolgi yeast = growth inhibition of a yeast mutant, post-Golgi transport screen | AID 739 | inhibition, % at 10 µM | hit rate 0.9% among 98,000 | post-Golgi transport phenotypic cell assay;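 also: yeast cells grown in 1536-well plates; yeast grown about 18 h at 30C before absorbance read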
Ecoli WT expand = blocks growth of wild type E. coli BW25113. growth inhibition, % at 100 µM. OD600 absorbance. hit rate 0.15% among 98,000;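 active = growth inhibition above about 50% at one test dose, limit read from the data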;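 also: growth measured after 20 h incubation at 37 °C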
S1P2 ag = agonists of human S1P2 receptor; O95136; activation, % at 4.5 µM; hit rate 0.46% among 97,000; S1P2-expressing cell line, agonist reporter read-out; in the data active = activation above about 16%;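 also: 0% = vehicle low control and 100% = maximal reference agonist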
sEH inh = soluble epoxide hydrolase (human) inhibition; recombinant human sEH enzymatic activity assay; inhibition, % at 2 µM; hit rate 0.34% among 91,000; AID 707; in the data active = inhibition above about 80%; also: values of inactives mirror those of a sister screen read the other way; many of its hits are not listed in these tables
sEH activator = increases human soluble epoxide hydrolase activity; hit rate 0.04% among 91,000; P34913; purified human sEH enzymatic activity, activator screen; activation, % at 2 µM; AID 717; in the data active = activation above about 37%; also: values of inactives mirror those of a sister screen read the other way
PostGolgi ctrl = yeast control strain growth, post-Golgi counter-screen | efflux-deficient yeast background strain, growth absorbance A615, 16 h | inhibition, % at 10 µM | hit rate 5% among 98,000
Mac1 fbg inh = CD11b/CD18-fibrinogen binding inhibition; hit rate 0.54% among 93,000; K562 CD11b/CD18 adhesion to fibrinogen, ATPlite luminescence; Mn2+ added to activate the integrin; inhibition, % at 10 µM; P05107+P11215;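 active = primary inhibition of 50% or more at 10 µM, then 40% or more on retest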; also: some results filed as inactive read as strong as hits
Target sequence (P05107 whole entry, looked up, other chains not shown): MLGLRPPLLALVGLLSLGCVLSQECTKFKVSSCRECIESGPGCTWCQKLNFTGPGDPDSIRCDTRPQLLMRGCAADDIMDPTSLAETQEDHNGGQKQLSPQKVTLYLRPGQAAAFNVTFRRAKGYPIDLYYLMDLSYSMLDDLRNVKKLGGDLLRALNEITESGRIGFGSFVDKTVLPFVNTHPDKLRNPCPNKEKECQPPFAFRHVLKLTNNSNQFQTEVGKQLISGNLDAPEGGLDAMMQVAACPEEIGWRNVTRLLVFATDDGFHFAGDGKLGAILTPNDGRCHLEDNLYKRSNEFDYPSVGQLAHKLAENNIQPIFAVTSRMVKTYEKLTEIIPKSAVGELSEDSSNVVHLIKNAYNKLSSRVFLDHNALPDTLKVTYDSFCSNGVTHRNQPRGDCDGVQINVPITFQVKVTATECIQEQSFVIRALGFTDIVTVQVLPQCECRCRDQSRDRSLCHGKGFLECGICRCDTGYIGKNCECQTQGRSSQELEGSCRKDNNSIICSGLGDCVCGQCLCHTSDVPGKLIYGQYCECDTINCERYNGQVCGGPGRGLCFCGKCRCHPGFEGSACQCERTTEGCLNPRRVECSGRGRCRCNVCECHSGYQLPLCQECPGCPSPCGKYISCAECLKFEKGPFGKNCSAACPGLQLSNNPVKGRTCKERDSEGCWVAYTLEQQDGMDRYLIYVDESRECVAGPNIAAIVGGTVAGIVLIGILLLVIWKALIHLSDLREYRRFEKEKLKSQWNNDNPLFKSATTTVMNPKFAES
PLAP act = activates human placental alkaline phosphatase; AID 696; hit rate 1.2% among 96,000; P05187; purified PLAP enzyme, luminescent substrate read-out; stronger effect = higher value; activation fold at 20 µM; in the data active = activation fold above about 2
* = called active by the depositor; nt = no result given. Rule as the data show it, unless noted: active = inhibition above about 30%; inactive = the rest.

SMILES	S1P2 blocker	PostGolgi yeast	Ecoli WT expand	S1P2 ag	sEH inh	sEH activator	PostGolgi ctrl	Mac1 fbg inh	PLAP act
N=C1C(c2nc(-c3ccc(F)cc3)cs2)=C(O)CN1CCCN1CCOCC1	12	0	13	-4	13	-15	9	nt	1.6
OCCOc1nnnn1-c1ccccc1	0	1	-4	0	-10	13	24	3	1.1
C=CCNC(=O)c1cc2c(C(F)(F)F)nn(C)c2s1	7	13	-2	-6	1	-4	2	12	1.1
O=C(Nc1ccccc1C(=O)NCCN1CCOCC1)c1ccco1	-4	4	-1	0	7	-2	8	-32	1
c1ccc(OCc2nn3c(-c4ccncc4)nnc3s2)cc1	nt	0	-4	nt	nt	nt	-4	18	1
CN1CCN(C(=O)c2ccc3c(=O)n4c(nc3c2)CCCCC4)CC1	-7	2	-5	-6	7	-4	5	nt	0.9
CCOC(=O)c1sc(NC(=O)CSc2n[nH]c(-c3ccc(Cl)cc3Cl)n2)c(C#N)c1C	6	-3	-29	-8	-3	2	8	18	1.2
Cc1nnc(SCC(=O)Nc2ccccc2)n1CCc1ccccc1	-22	7	-5	-2	-3	4	4	-6	0.8
Cc1ccc(SC(C)c2nc(-c3cccnc3)no2)cc1 (stereo not drawn)	6	-8	5	-2	8	-4	3	16	1.7
Cc1c(Br)c(C(F)(F)F)nn1CC(=O)NCCN1CCOCC1	16	4	-2	-7	-9	11	1	nt	1.6
CCOc1cc(C)c(Cl)cc1S(=O)(=O)n1cnc2ccccc21	-21	3	-3	0	4	0	8	21	1
NC(=O)COc1c(-c2ccccc2)oc2ccccc2c1=O	-24	-8	1	-4	12	-8	3	-6	0.9
O=C(OCCN1C(=O)c2ccccc2C1=O)c1ccc(S(=O)(=O)N2CCCCCC2)cc1	-1	5	-8	-1	nt	nt	1	-11	0.8
O=S(=O)(NCc1ccc2c(c1)OCO2)c1cccc(S(=O)(=O)N2CCOCC2)c1	20	8	-2	-5	-8	12	13	3	1.1
COc1cccc(NC(=O)c2ccco2)c1	-4	7	5	-4	-11	6	0	-1	0.9
Cc1cccc(C2Nc3ccccc3C(=O)N2CCc2ccccc2)n1 (stereo not drawn)	13	-11	-2	-3	-6	5	7	-11	0.7
CCOC(=O)C(Cc1c[nH]c2ccccc12)NC(=O)c1ccco1 (stereo not drawn)	9	7	4	-5	-7	7	-3	4	1.2
Cc1ccc(C(=O)OCc2cc3ccccc3[nH]c2=O)cc1	17	8	-14	-9	-12	11	5	-21	0.8
CCOC(=O)c1cc(C(=O)c2cc(F)ccc2O)coc1=N	-9	0	-4	-1	-3	3	12	25	1.3
CCOc1ccc(CCNC(=O)C(O)c2ccccc2)cc1 (stereo not drawn)	11	-6	1	-5	8	-6	1	6	0.9
COc1ccccc1NS(=O)(=O)c1cc([N+](=O)[O-])ccc1N/N=C/c1c[nH]c2ccccc12	62*	3	-23	-15	-5	3	31*	14	1
Fc1ccc(CSc2nncn2NCc2ccccc2)cc1	-7	nt	nt	-4	13	-10	nt	nt	nt
CCOC(=O)c1ccc2c(c1)C1C=CCC1C(C(=O)O)N2 (stereo not drawn)	nt	6	-6	nt	nt	nt	5	-24	1.3
COc1cc(CNC2CCCC2)cc(Cl)c1OCc1ccccc1Cl	-5	8	16	-3	9	-7	33*	nt	1.3
CSc1ccccc1NC(=O)c1cc(-c2cccs2)on1	23	13	-11	-9	-4	5	0	-1	1.1
O=P1(c2ccccc2)C=Cn2c1cc1c2CCCC1 (stereo not drawn)	7	-8	-8	-4	3	-4	7	nt	nt
CCOC(=O)c1ccc(NC(=O)CCNc2c(N3CCCC3)c(=O)c2=O)cc1	15	-7	-3	-1	-16	18	6	35	1
CCc1nc2ccccc2n1CC(O)COc1ccc(NC(C)=O)cc1 (stereo not drawn)	-25	nt	nt	0	4	-4	nt	nt	nt
Cc1ccc(Cn2ccc(NC(=O)c3noc4c3CCc3ccccc3-4)n2)cc1	-3	0	-8	-3	-5	5	11	8	1
COc1cccc(CN(C(=O)c2ccco2)C(C(=O)NC2CCCC2)c2cccnc2)c1 (stereo not drawn)	4	2	3	-7	-9	10	8	0	1.2
O=C(C1CCCCC1)N1CCCc2ccccc21	-9	-7	5	-1	8	-8	-3	-6	1.2
O=C(CCCOc1ccc(Cl)cc1)Nc1nncs1	-5	-4	-4	-20	17	-16	3	-2	1.1
CC(C)(C)c1ccc(NC(=O)CC2(C(F)(F)F)OCCO2)cc1	4	-8	-1	-8	39	-39	8	2	0.9
Cc1cccc(Cn2c(N3CCN(c4ccccc4)CC3)nc3c2c(=O)n(C)c(=O)n3C)c1	13	5	-14	-4	8	-7	25	-8	1.8
O=C(Nc1ccc2c(c1)OCCO2)C1CCCN1S(=O)(=O)c1cccc2cccnc12 (stereo not drawn)	nt	-11	5	nt	nt	nt	21	3	1
Cc1cc2c(N3CCCCC3C)ncnc2s1 (stereo not drawn)	16	-6	7	-1	-14	11	-4	17	1
O=C(CCC(=O)c1ccccc1)Nc1cccnc1	-25	-9	14	1	-6	6	-8	-10	0.9
CC(C)C(=O)Nc1ccc2c(c1)nc1n2CCSC1	-8	-3	0	-3	4	-2	10	nt	1.2
O=C1c2cccc3cccc(c23)C(=O)N1c1nncs1	nt	0	-5	nt	nt	nt	3	-1	0.8
COc1cc(C2N(c3ccccc3)CCN2c2ccccc2)cc(OC)c1OC	-14	-5	6	-1	-4	4	6	10	1.4
CCOc1ccc(OCC)c(-c2c(=O)n(OCc3ccc(C(C)(C)C)cc3)c3ccccc3[n+]2[O-])c1	-2	5	-16	-5	-7	10	14	nt	1.3
O=C(Cn1nc(-c2ccccc2)c2ccccc2c1=O)Nc1ccc2c(c1)nc1n2CCOC1	14	-7	-12	-3	nt	nt	-1	-2	1
CCOc1nc(-c2ccccc2)ccc1-c1noc(-c2ccco2)n1	-5	2	-15	3	-7	7	15	nt	nt
O=C(OCc1ccccc1)Oc1cncc(C(=O)O)c1	-3	-3	-2	-7	12	-8	6	-9	0.8
CC1=CC(C)(C)N2C(=O)C3(C(C#N)=C(N)OC4=C3C(=O)CC(C)(C)C4)c3cccc1c32 (stereo not drawn)	15	2	-12	-5	nt	nt	8	0	1.1
O=C(CCn1cccc1)Nc1cccc(F)c1	6	7	15	-1	-29	28	3	-1	1
COc1ccc(C(C)NC(=O)C2C(=O)NC3(C)CC2c2ccccc2O3)cc1 (stereo not drawn)	-5	-5	-3	-5	-3	3	-3	-7	1
CC(=NCCN1CCNCC1)C1=C(O)CC(C)(C)CC1=O	11	2	3	-7	nt	nt	6	-7	1.2
Cc1sc(/N=C/c2c(O)ccc3ccccc23)c(C#N)c1C	-5	3	-2	-3	1	0	3	0	0.9
Cc1ccc(OCC(=O)N2CCN(C(=O)c3cccnc3)CC2)cc1	6	nt	nt	-7	-8	11	nt	nt	nt
CC(C)CCn1c(N2CCN(Cc3ccccc3)CC2)nc2c1c(=O)[nH]c(=O)n2C	11	nt	nt	-2	-18	15	nt	-10	1.3
COC(=O)C1C(=O)c2c([nH]c(C(=O)OCCOC(C)C)c2C)CC1C (stereo not drawn)	-40	1	2	-1	-1	3	2	9	1.1
CCC(C)Sc1nc2ccccc2c(=O)[nH]1 (stereo not drawn)	-16	nt	nt	-5	8	-2	nt	nt	nt
O=C(Nc1ccccc1)N1CCC(C(=O)N(Cc2ccco2)Cc2cccs2)CC1	23	-3	0	-6	1	-4	-2	1	1.1
COc1ccc(C2CC(=O)C(C=NCCO)=C(O)C2)cc1OC (stereo not drawn)	-9	-11	3	-3	-9	6	-9	-30	0.8
CN(C)/C=C1/Nc2ccccc2C1=O	29	12	3	-13	4	-5	-3	-13	0.6
CC1(C)CC(=O)c2cn3nc(C(F)(F)F)nc3nc2C1	2	3	1	-1	10	-10	17	17	1.2
CCOC(=O)c1ccc(NC2c3ccccc3C(=O)N2c2cccnc2)cc1 (stereo not drawn)	nt	0	4	nt	nt	nt	13	-9	1
Cn1c(CN2CCOCC2)nnc1SCC(N)=O	5	-1	0	-10	-2	3	3	-1	1.1
CCOc1ncccc1C(=O)OCC(=O)Nc1c(C)cccc1C	1	20	2	-7	12	-13	10	4	0.9

6 entries already listed, arranged by the number in sEH activator, rising:
SMILES	sEH activator
COc1cc(CNC2CCCC2)cc(Cl)c1OCc1ccccc1Cl	-7
CCOc1cc(C)c(Cl)cc1S(=O)(=O)n1cnc2ccccc21	0
CCOC(=O)c1sc(NC(=O)CSc2n[nH]c(-c3ccc(Cl)cc3Cl)n2)c(C#N)c1C	2
Cn1c(CN2CCOCC2)nnc1SCC(N)=O	3
O=C(CCC(=O)c1ccccc1)Nc1cccnc1	6
COc1cccc(CN(C(=O)c2ccco2)C(C(=O)NC2CCCC2)c2cccnc2)c1 (stereo not drawn)	10

(further entries)
SMILES	S1P2 blocker	PostGolgi yeast	Ecoli WT expand	S1P2 ag	sEH inh	sEH activator	PostGolgi ctrl	Mac1 fbg inh	PLAP act
c1cnc(N2CCN(Cc3c[nH]c4ccccc34)CC2)nc1	6	1	9	-7	8	-8	-3	-7	1.1
O=C(O)C1CC(=O)N(c2ccc(OCc3ccccc3Cl)cc2)C1 (stereo not drawn)	-11	0	-27	-4	0	2	0	-28	1.2
Cc1ccc(-c2noc(C3CCN(S(C)(=O)=O)CC3)n2)o1	-4	-2	2	-4	0	2	11	-12	1.1
CCOC(=O)CNC(=O)CSc1nc(N(C)C)nc(N2CCOCC2)n1	-8	2	-4	-3	8	-6	4	-6	1.2
Cc1ccc(CS(=O)(=O)Cc2ccc(C(=O)NCc3cccnc3)o2)cc1	23	-5	2	-6	-7	6	-3	nt	0.9
O=C(C=C1CCN(c2ncc(C(F)(F)F)cc2Cl)CC1)NNC(=O)Nc1ccc(Cl)cc1	25	-4	-8	-2	-5	8	2	-18	1
COCCN(Cc1cc2cc3c(cc2nc1Cl)OCO3)C(=O)Nc1ccc(F)cc1	23	-2	-7	-8	-6	6	5	49	1.2
CCCCn1nnnc1SCC(=O)N1CCCC1	-5	-2	2	-4	3	-3	2	nt	1.1
COc1ccc(-n2c(O)cnc2Nc2nc(C)cc(C)n2)cc1OC	-2	-12	1	0	-7	5	32*	-50	2.7*
Cc1ccc(CNC(=O)C2CC(c3ccccc3[N+](=O)[O-])=NO2)o1 (stereo not drawn)	12	-2	0	-4	2	1	26	nt	0.9
CC(C)c1ccc(NC(=O)c2cnn(-c3ccccc3)c2NC(=O)c2ccco2)cc1	20	5	-2	-8	-10	9	17	4	1.5
CC1(C)CC(=O)C2=C(C1)N(c1cccc(O)c1)C1=C(C2)C(=O)CC(C)(C)C1	26	-4	0	0	-15	18	-7	0	1.6
O=C(Nc1cccnc1)C1CCCN(S(=O)(=O)c2ccccc2)C1 (stereo not drawn)	-7	0	3	-2	-3	-3	0	-1	0.9
COc1cccc(N2C(=O)C(CC(=O)Nc3ccc(F)cc3)N(C3CCCCC3)C2=O)c1 (stereo not drawn)	2	-6	-6	-5	-10	12	7	-9	1
O=C(c1ccccc1)N1CCN(C(=O)c2ccncc2)CC1	-15	nt	nt	-8	-5	7	nt	nt	nt

Individual results from the results shown.
CC1(C)CC(=O)C2=C(C1)N(c1cccc(O)c1)C1=C(C2)C(=O)CC(C)(C)C1 in PostGolgi ctrl reads -7
O=C(O)C1CC(=O)N(c2ccc(OCc3ccccc3Cl)cc2)C1 (stereo not drawn) in sEH inh reads 0
O=C(Nc1cccnc1)C1CCCN(S(=O)(=O)c2ccccc2)C1 (stereo not drawn) in PostGolgi yeast reads 0

(continued)
SMILES	S1P2 blocker	PostGolgi yeast	Ecoli WT expand	S1P2 ag	sEH inh	sEH activator	PostGolgi ctrl	Mac1 fbg inh	PLAP act
CC1CCc2c(sc3ncnc(N4CCN(S(=O)(=O)c5cccc6nonc56)CC4)c23)C1 (stereo not drawn)	-3	nt	nt	-5	-12	13	nt	nt	nt
COc1ccc(Nc2nc(C)cc(C)c2C#N)cc1OC	-11	7	-11	-1	6	-7	19	0	0.9
CC(C)(C)NC(=O)Cn1nnc(-c2ccccc2Cl)n1	-21	0	5	-5	-6	6	4	24	1.3
O=C(Nc1nc(=O)c2ccccc2s1)c1ccc(Cl)cc1	-13	-7	-4	-1	5	-4	13	-16	1.2
O=C1c2ccccc2C(=O)N1CCC(c1ccccc1)c1ccco1 (stereo not drawn)	11	-2	-9	0	1	0	24	12	0.8
O=C(O)c1cnc2ccccc2n1	4	-3	-7	-5	-1	0	5	-14	0.9
OCc1nc2ccccc2n1CCCOc1ccc(Br)cc1	3	1	9	-3	8	-12	45*	26	1.6
